Bioassay records: PubChem, National Center for Advancing Translational Sciences (NCATS)
GLP-1R inv ag: GLP-1 receptor (human) inverse agonism; P43220; HEK293 GLP-1R CRE-luciferase, luminescence, 24 h; GLP-1R form is constitutively active; Potency, µM (top dose mostly 38.3 µM), without a hit: at the top dose activity change, negative = inhibition, usual class: inhibitors; 410,000 compounds, 1.6% hits; AID 624417; further: potency means the concentration at half of the fitted maximal effect; on the % scale 0 is the no-effect control and ±100 the full control effect; nearly all actives have a fitted effect of over 55% in size
Target sequence (P43220 whole entry, looked up): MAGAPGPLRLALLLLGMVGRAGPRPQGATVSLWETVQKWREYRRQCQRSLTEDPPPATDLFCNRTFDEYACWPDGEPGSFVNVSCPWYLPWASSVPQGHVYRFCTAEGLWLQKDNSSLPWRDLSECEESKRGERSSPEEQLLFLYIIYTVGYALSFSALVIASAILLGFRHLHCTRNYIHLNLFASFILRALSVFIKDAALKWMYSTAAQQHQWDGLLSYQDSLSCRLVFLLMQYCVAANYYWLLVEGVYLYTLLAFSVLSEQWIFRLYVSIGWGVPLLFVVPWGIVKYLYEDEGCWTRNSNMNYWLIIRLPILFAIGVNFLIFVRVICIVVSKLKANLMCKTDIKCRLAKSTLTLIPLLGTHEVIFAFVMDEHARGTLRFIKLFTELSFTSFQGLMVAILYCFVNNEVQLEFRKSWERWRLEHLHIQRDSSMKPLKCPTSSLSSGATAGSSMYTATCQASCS
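Readout was luciferase luminescence, measured 12 min after detection reagent at room temperature. Beforehand, GLP-1R reporter HEK293 cells had sat 12 h, then received compounds for 24 hr at 37 deg C.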
TDP43 rescue: inhibitors of TDP-43 toxicity in yeast; TDP-43 expressing yeast growth rescue, BacTiter-Glo, 24 h; Potency, µM (highest dose often 46.1 µM), without a hit: at the highest dose growth rescue (activation), usual class: activators; 410,000 compounds, 1.8% hits; AID 652104; further: potency means the concentration at half of the fitted maximal effect; % of control where 0% means no effect; nearly all actives have a fitted effect of over 50% in size
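Growth rescue of TDP-43-toxic yeast measured as ATP luminescence (BacTiter-Glo). Cells grown to mid-log in raffinose, induced in galactose at OD600=0.02, exposed to compound 24 hr at 30 deg C.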
pAkt inh: inhibitors of Akt phosphorylation. Neuro2A IGF-stimulated pAkt S473 HTRF, 20 min; hits give low values. activity change, % for hits at 50 µM. 360,000 compounds, 0.32% hits. AID 651550; in the data active means activity change below about -80%; inconclusive means mostly about -51% to -80%; further: on the % scale 0 is the no-effect control and ±100 the full control effect
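Neuro2A cells in DMEM with 0.5% FBS, overnight at 37 deg C, given compound at single 50 µM final, then IGF (6 nM final) for 20 min at 37 deg C. Lysed; phospho-Akt Ser473 by HTRF after 24 h, 665/615 ratio.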
GLP1R cytotox: cytotoxicity in counter-screen for GLP-1R inverse agonists; HEK293 cAMP-luciferase reporter cells, luminescence, 24 h; Potency, µM (top dose mostly 38.3 µM), for the others: at the highest dose activity change, negative = inhibition, most hits filed as inhibitors; 410,000 compounds, 0.13% hits;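 further: loss of luciferase light is scored as toxicity; potency means the concentration at half of the fitted maximal effect; on the % scale 0 is the no-effect control and ±100 the full control effect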
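1536-well qHTS counterscreen of the MLSMR; 200 cells/uL, 12 h pre-incubation, 23 nL cpd, 24 h at 37 deg C 5% CO2, luciferase detection reagent, 12 min RT, luminescence. Inhibition = undesired.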
FUS yeast rescue: FUS proteinopathy suppression in yeast; AID 1347120; 390,000 compounds, 0.24% hits; S. cerevisiae FUS-expressing, growth rescue, OD600, 24 h; Potency, µM (series often up to 76.6 µM), without a hit: top-dose growth rescue (activation), usual class: activators;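 further: potency means the concentration at half of the fitted maximal effect; plate controls were DMSO vehicle for no effect and reference control for full effect; nearly all actives have a fitted effect of over 55% in size; some results filed as inactive show a strong effect at the top dose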
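Yeast expressing FUS under galactose induction, OD 0.005 in 2% galactose medium; compounds in a dilution series, 24 h at 30C. Growth rescue by absorbance at 600 nm; CP55940 positive control, DMSO negative.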
aSyn yeast inh: rescues yeast growth from alpha-synuclein toxicity; Yeast expressing alpha-synuclein, growth rescue, BacTiter-Glo, 24 h; Potency, µM (highest dose often 46.1 µM), for inactives: top-dose growth rescue (activation), usual class: activators; 370,000 compounds, 0.14% hits; AID 652106; further: potency means the concentration at half of the fitted maximal effect; % of control where 0% means no effect; nearly all actives have a fitted effect of over 65% in size
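Galactose-induced alpha-syn yeast (OD600=0.02, raffinose-pregrown) + pinned cpd, 24 hr, 30 deg C; growth by BacTiter-Glo luminescence. Growth restoration scores as activation.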
Mm-Cpn inhibitor: M. maripaludis TRiC chaperonin inhibition; purified Mm-Cpn ATPase, ADP Transcreener TR-FRET; Potency, µM (doses to about 76.9 µM), without a hit: at the top dose activity, negative = inhibition, hits mostly inhibitors; 330,000 compounds, 0.031% hits; further: potency means the concentration at half of the fitted maximal effect; on the % scale 0 is the no-effect control and ±100 the full control effect; nearly all actives have a fitted effect of over 80% in size
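Inhibition of chaperonin ATP hydrolysis is measured as reduced ADP production, detected by competitive TR-FRET in which signal falls with ADP. Final enzyme 25 nM and ATP 10 uM, reacted 30 min at 37°C.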
PTHR1 agonist: activates the human parathyroid hormone receptor PTHR1. Q03431. HEK293 GP2 PTHR1 cells, GloSensor cAMP luminescence, 1 h. Potency, µM (highest dose often 115 µM), without a hit: at the top dose activation, usual class: activators. 410,000 compounds, 0.075% hits; further: potency means the concentration at half of the fitted maximal effect; nearly all actives have a fitted effect of over 55% in size; some results filed as inactive show a strong effect at the top dose; inactives centre near -15; many of its hits are not listed in these tables
Target sequence (Q03431 whole entry, looked up): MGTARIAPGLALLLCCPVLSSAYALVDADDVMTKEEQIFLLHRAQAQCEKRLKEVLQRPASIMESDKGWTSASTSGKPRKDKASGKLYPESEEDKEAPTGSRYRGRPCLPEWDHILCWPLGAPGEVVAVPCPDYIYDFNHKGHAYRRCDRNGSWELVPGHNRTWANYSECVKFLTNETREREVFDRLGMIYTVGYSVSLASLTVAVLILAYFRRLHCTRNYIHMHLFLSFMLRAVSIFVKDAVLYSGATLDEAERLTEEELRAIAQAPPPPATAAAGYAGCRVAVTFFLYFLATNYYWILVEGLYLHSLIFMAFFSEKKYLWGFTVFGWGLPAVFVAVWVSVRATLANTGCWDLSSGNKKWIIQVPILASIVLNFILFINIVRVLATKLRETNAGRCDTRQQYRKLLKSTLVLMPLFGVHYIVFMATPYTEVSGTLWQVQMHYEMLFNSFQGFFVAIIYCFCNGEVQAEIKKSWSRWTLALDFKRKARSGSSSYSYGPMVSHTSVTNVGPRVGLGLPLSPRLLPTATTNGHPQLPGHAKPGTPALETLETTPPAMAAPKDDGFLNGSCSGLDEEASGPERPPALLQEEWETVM
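HEK-293-derived GP2 cells expressing PTHR1 and a GloSensor cAMP reporter, 3,000/well, plated overnight, given luciferin plus IBMX (each 0.5 mM as added) for 1 h at 37 °C, then compound for 1 h at 37 °C. Luminescence was read after 15 min at room temperature.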
Abeta rescue: restores growth of yeast expressing A-beta42 peptide; AID 1347071; 410,000 compounds, 0.063% hits; yeast expressing A-beta42, growth rescue, OD600, 48 h; response scale: 0% DMSO, 100% iron-clioquinol control; Potency, µM (doses to about 46.1 µM), for inactives: top-dose growth rescue, usual class: activators; further: potency means the concentration at half of the fitted maximal effect; nearly all actives have a fitted effect of over 55% in size
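Yeast A-beta toxicity model in growth medium with pinned compounds, 48 h at 30 C; growth read as absorbance at 600 nm. Normalized to FeCl3/clioquinol equimolar mix (positive) and DMSO (negative).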
Active calls of the source: *; i = inactive; ? = inconclusive; . = not tested or not shown; & = joins results of further samples; [ ] = another dose, or the depositor's remark. Unless noted, the call rests on the fitted dose curve; in most records, active means well fitted curve in the direction sought with a large enough effect; inconclusive means small, poorly fitted or top-dose-only effect, or another doubt; inactive means no such curve, though single readings can be large; an effect the other way counts as inactive or inconclusive. A portion of the library; rates above refer to the full screens.

SMILES	GLP-1R inv ag	TDP43 rescue	pAkt inh	GLP1R cytotox	FUS yeast rescue	aSyn yeast inh	Mm-Cpn inhibitor	PTHR1 agonist	Abeta rescue
Clc1ccc(/C=N/Nc2nnc(-c3ncc[nH]3)c3ccccc23)cc1	-22%	-2%	i	-26%	31%	-1%	-1%	-14%[57.5 µM]	11%
Cc1cc(C)n(CC(=O)N/N=C/c2ccccn2)n1	28%	-15%	i	14%	0%	-2%	0%	i	-2%
Cc1ccc(-n2c(-c3ccccc3)c[n+]3c2CCc2ccccc2-3)c(C)c1	?	-6%	i	?	28%	-8%	0%	-26%	-8%
CCc1ccc(CNC(=O)c2cnc3sc(N(CC)CC)nn3c2=O)cc1	-4%	?	.	0%	39%	.	.	i	-15%
CCCCn1c(=O)c(CCC(=O)OCC(=O)Nc2ccc(F)c(Cl)c2)nc2ccccc21	3%	-10%	i	-27%	14%	-5%	-4%	i	-13%
COc1cccc(/C=N/NC(=O)c2cccc(N3CCCC3=O)c2)c1	4%	-14%	i	-3%	15%	1%	-2%	-13%	-3%
CC(=O)N1CCC(C(=O)Nc2cc(S(=O)(=O)N3CCCCC3)ccc2C)CC1	7%	-7%	i	4%	-5%	-3%	.	14%	-13%
C=CCSc1cc(C)nc2c(-c3ccccc3)c(C)nn12	?	?	i	?	26%	3%	3%	-27%	-12%
CCOc1ccc(NC(=S)NN2CCN(C)CC2)cc1	-13%	0%	i	-16%	2%	2%	-1%	-3%	8%
Cc1ccc(CCSCC(=O)O)cn1	?	-19%	i	-12%	-4%	-6%	0%	-2%[57.5 µM]	16%

Profiles, looked up by structure. Screens in order: GLP-1R inv ag | TDP43 rescue | pAkt inh | GLP1R cytotox | FUS yeast rescue | aSyn yeast inh | Mm-Cpn inhibitor | PTHR1 agonist | Abeta rescue
`CCOc1ccc(NC(=S)NN2CCN(C)CC2)cc1` reads -13% | 0% | i | -16% | 2% | 2% | -1% | -3% | 8%
`C=CCSc1cc(C)nc2c(-c3ccccc3)c(C)nn12` reads ? | ? | i | ? | 26% | 3% | 3% | -27% | -12%

Later entries:
SMILES	GLP-1R inv ag	TDP43 rescue	pAkt inh	GLP1R cytotox	FUS yeast rescue	aSyn yeast inh	Mm-Cpn inhibitor	PTHR1 agonist	Abeta rescue
COc1ccc(Nc2oc(-c3ccc(COc4ccccc4)o3)nc2C#N)cc1	-3%	4%	.	-15%	10%	.	.	i	-2%
Cc1ccc(N2CC(C(=O)NCc3n[nH]c(=O)c4ccccc34)CC2=O)cc1 (stereo not given)	1%	-3%	i	1%	23%	-2%	0%	i	-10%
CC(=O)c1cccc(NC(=O)C23CC4CC(C2)CC(n2cncn2)(C4)C3)c1	15%	1%	i	25%	16%	-4%	-9%	i	9%
O=C(NCCOc1ccccc1F)C1CC(=O)N(c2ccc3c(c2)OCCO3)C1 (stereo not given)	5%	18%	i	0%	-8%	-1%	1%	-17%	-4%
COc1ccc(C)cc1NC(=O)C1CCCN(S(=O)(=O)c2ccc3c(c2)CCCN3C(C)=O)C1 (stereo not given)	-18%&-6%	19%&5%	i	-8%&-8%	?	7%	1%	-3%&-45%	0%&10%
O=C(CSc1nnc2ccccn12)Nc1ccc2c(c1)OCO2	50%[activator]	2%[0.397 µM]	i	-13%	15%	-1%	3%	i	1%
O=C(CCc1ccccc1)NNC(=O)c1ccc(Cl)cc1	13%	-1%	i	11%	-1%	6%	-1%	i	18%
Cc1cccc(NC(=O)CSc2nc(-c3ccccc3)c(C#N)c(=O)[nH]2)c1C	-11%	0%	i	19%	-15%	-2%	?	-15%[57.5 µM]	5%
COC(=O)C1=C(C)N(c2ccc(S(N)(=O)=O)cc2)C(=O)C1	20%	2%	.	15%	-1%	-2%	3%	i	25%
COc1ccc(Br)cc1S(=O)(=O)N1CCCC1	8%	3%	i	4%	2%	-18%	2%	i	-7%
Cc1cccc(NC(=S)NC2CCCC2)c1	0%	?	i	-8%	-32%	-9%	3%	i	14%
N#C/C(=N\Nc1ccccc1)C(N)=S	?	24%	i	?	-16%	9%	-4%	-22%	-7%
N#CCC(=N)N1CCN(c2ccc(Cl)cc2)CC1	1%	23%	i	-6%	-45%	?	-1%	-21%	20%[9.22 µM]
c1cncc(CNc2ncnc3ccc(-c4cccnc4)cc23)c1	.	.	.	.	-17%	.	-3%&1%	-2%	3%
O=C(CCN1C(=O)/C(=C/c2ccccc2)SC1=S)NCCCN1CCOCC1	-9%	-1%	i	-23%	5%	-1%	2%	i	-11%
COc1cc(OC)c2c(N)c(C#N)c(C(F)(F)C(F)(F)F)nc2c1	4%	3%	i	8%	-7%	-13%	-1%	i	19%
CCOC(=O)c1ccc(S(=O)(=O)N2CCC(C(=O)NCc3ccccc3OC)CC2)cc1	-1%	12%	i	0%	35%	8%	1%	-11%	-1%
CC(C)CN1CCN(Cc2cnc(N3CCOCC3)s2)CC1CCO (stereo not given)	-7%	3%	i	-2%	2%	2%	-1%	-17%	-11%
COc1ccc(OC)c(/C=C2\SC(=S)N(NS(=O)(=O)c3ccccc3)C2=O)c1	?	-3%	i	-15%	11%	-3%	2%	-24%	-3%
O=C(NCc1n[nH]c(=S)n1Cc1ccccc1)c1ccccc1	14%	5%	i	12%	-3%	0%	0%	-1%	-4%
COC(=O)C1CC(=O)N(c2ccc(OCc3ccccc3Cl)cc2)C1 (stereo not given)	-10%	?	i	-4%	26%	15%	0%	i	21%
COc1ccc(C(c2c(NC(=O)c3ccco3)sc(C)c2C)N2CCOCC2)cc1 (stereo not given)	2%	-4%	i	-1%	-15%	0%	3%	i	-18%
CCc1ccc(S(=O)(=O)NCCc2cn3ccc(C)cc3n2)s1	-17%	13%	i	5%	2%	-2%	-11%	i	0%
CCOC(=O)C1=CCN(S(=O)(=O)c2ccc(F)cc2)C1c1cccc(Cl)c1 (stereo not given)	-27%	?	i	-4%	22%	17%	.	-16%	-6%
CCC1(c2ccc(F)cc2)NC(=O)N(CC(=O)N(C)C2CCS(=O)(=O)C2)C1=O (stereo not given)	15%	2%	i	-7%	18%	-1%	1%	i	-6%
COc1ccc(CNc2ncnc3c2c(-c2ccccc2)cn3-c2ccccc2)cc1	6.3µM*	?	.	0%	29%	.	.	i	-28%
CCOC(=O)c1cnc2c(C)c(Cl)ccc2c1Nc1ccc(N2CCOCC2)cc1	-8%	0%	.	-1%	-16%	.	.	-1%	-7%
CCC(CC)C(=O)Nc1nc2c(s1)CC(C)CC2 (stereo not given)	?	?	.	4%	2%	.	.	-16%	24%
COC(=O)Nc1nc2ccc(-c3n[nH]c(=O)c4ccccc34)cc2[nH]1	9%	-1%	i	-26%	32%	-10%	1%	i	7%
COc1ccccc1N1CCN(C(=O)c2cc(-c3ccccc3O)on2)CC1	0%&6%	-10%&0%	i	1%&4%	15%&-3%	0%	-1%	-6%	9%&3%
O=S(=O)(NCc1cc(-c2ccc(Cl)cc2)no1)c1ccc(Cl)cc1	-35%	15%	i	-11%	2%	-2%	1%	-38%	14%
CCOC(=O)C1(C)C=C(Nc2cccc(C(=O)O)c2)C(=O)N1c1ccccc1 (stereo not given)	24%	9%	.	4%	-19%	.	.	-44%[inhibitor]	-3%
COCCNC(=O)c1ccccc1NC(=O)c1ccccc1N(C)S(=O)(=O)c1ccccc1	0%	10%	i	12%	-5%	-3%	0%	i	8%
Fc1ccc(-[n+]2nc(Nc3ccccc3)sc2-c2c(Cl)cccc2Cl)cc1	?	15%	i	?	-18%	4%	1%	-38%[inhibitor]	3%
CN(C)/C=C1\N=C(c2ccc3c(c2)OCO3)OC1=O	10%	-14%	i	-5%	2%	6%	2%	i	3%
Cc1cc(N2CCN(C(=O)c3cccs3)CC2)c(F)cc1[N+](=O)[O-]	10%	13µM*	i	3%	27%	7%	0%	-30%	-14%
CCC(C(=O)NCCC(C)C)N(C(=O)Cn1nnc(-c2ccc(C)cc2)n1)c1cccc(O)c1 (stereo not given)	?	15%	.	-19%	-14%	.	.	-67%[inhibitor]	-6%
CCOC(=O)C1CCN(S(=O)(=O)c2ccc3[nH]c4c(c3c2)CCCC4)CC1	?	?	i	-5%	18%	17%	2%	-24%	4%
CSCCC(NC(=O)c1ccccc1)C(=O)NC1CCCC1 (stereo not given)	0%	-10%	.	0%	26%	2%	1%	i	15%
Cn1nc(C(F)(F)F)c(/C=N/OCc2c(Cl)cccc2Cl)c1Cl	-7%	23%	i	-19%	-5%	0%	-1%	i	?
CCOC(=O)C1C(=O)C=C(c2ccc(C)cc2)CC1c1cccc([N+](=O)[O-])c1 (stereo not given)	?	26%	i	-6%	15%	0%	-9%	-15%	19%
COc1ccc(C2(C)CC(C)(C)Nc3ccccc32)cc1 (stereo not given)	?	2%	i	-3%	15%	4%	2%	-14%	?
COc1ccc(-c2cc(C(=O)NC(C)c3ccccn3)c3ccccc3n2)cc1OC (stereo not given)	-24%	22%	i	-18%	17%	-8%	-4%	-8%	-9%
Cc1c(Cl)cnc(NC(=O)COC(=O)C2CCCC2)c1Cl	27%	?	i	-6%	-5%	7%	-3%	-25%	?
CCOc1ccc(NC(=S)NC(C)c2cccs2)cc1 (stereo not given)	1%	?	i	0%	-11%	3%	-1%	-22%	28%
COc1ccc(S(=O)(=O)N(CC(=O)NCCSCc2ccccc2)c2ccc(C)cc2)cc1	-15%	10%	.	-9%	7%	.	.	i	9%
